RXFP1 ag – qHTS Assay for Agonists of the Relaxin Receptor RXFP1. Relaxin receptor 1 (Homo sapiens), Q9HBX9. HEK293T-RXFP1 cAMP TR-FRET, 30 min; response scale: percent of porcine relaxin response, buffer zero. Potency, µM (titrated, usually from 57.5 µM), inactives show at the top dose activation, usual class: activators. 0.3% of 370,000 active. AID 2676, 2010; active = well fitted activation curve with a large enough effect; inconclusive = small, poorly fitted or top-dose-only effect; note: potency is the fitted concentration of half-maximal effect; % is set by controls: 0 for no effect and ±100 for the full control effect; nearly all actives have a fitted effect of over 60% in size; many of its hits are not listed in these tables
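HEK293 cells stably expressing RXFP1, treated 30 min at 37C with compounds plus PDE4 inhibitor Ro 20174; cAMP measured by HTRF TR-FRET. Normalized to buffer and 29 nM porcine relaxin; EC50 by Hill fit.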
TRHR PAM – qHTS for Small Molecule Agonists and Allosteric Enhancers of Human TRH Receptor: Primary Screen for Enhancers; Thyrotropin-releasing hormone receptor (Homo sapiens), P34981; TRHR cells, fluo-8 calcium fluorescence, EC20 TRH enhancement; enhancement, % at 2 µM; 0.66% of 360,000 active; AID 493056, 2011; in the data active = enhancement above about 30%; note: 0% is about no effect
Target sequence (P34981 whole entry, looked up): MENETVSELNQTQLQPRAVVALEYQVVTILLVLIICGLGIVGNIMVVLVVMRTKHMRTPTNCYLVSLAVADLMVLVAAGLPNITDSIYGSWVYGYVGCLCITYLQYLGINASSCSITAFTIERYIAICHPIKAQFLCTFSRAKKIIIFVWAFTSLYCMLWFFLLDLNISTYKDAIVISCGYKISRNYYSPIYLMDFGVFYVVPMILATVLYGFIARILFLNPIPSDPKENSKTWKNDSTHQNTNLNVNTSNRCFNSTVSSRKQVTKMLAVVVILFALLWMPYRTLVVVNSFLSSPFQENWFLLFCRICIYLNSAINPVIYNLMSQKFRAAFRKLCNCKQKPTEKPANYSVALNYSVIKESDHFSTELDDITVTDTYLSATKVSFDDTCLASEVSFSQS
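TRHR-expressing cells loaded with fluo-8 calcium dye were read kinetically (ex 480/em 530) during compound addition, then stimulated with an EC20 of TRH (10 nM final). Enhancement of the Gq-mediated intracellular calcium response was scored.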
D2 ag – HTS Assay for Allosteric Agonists of the Human D2 Dopamine Receptor: Primary Screen for Agonists. D(2) dopamine receptor (Homo sapiens), P14416. HEK293 T-REx D2 cells, calcium flux agonist mode. activation, % at 2 µM. 0.53% of 340,000 active;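 active = activation over 3 SD above normal in the single-dose calcium agonist read, cut at about 30% in these data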; note: 0% is about no effect
Target sequence (P14416 whole entry, looked up): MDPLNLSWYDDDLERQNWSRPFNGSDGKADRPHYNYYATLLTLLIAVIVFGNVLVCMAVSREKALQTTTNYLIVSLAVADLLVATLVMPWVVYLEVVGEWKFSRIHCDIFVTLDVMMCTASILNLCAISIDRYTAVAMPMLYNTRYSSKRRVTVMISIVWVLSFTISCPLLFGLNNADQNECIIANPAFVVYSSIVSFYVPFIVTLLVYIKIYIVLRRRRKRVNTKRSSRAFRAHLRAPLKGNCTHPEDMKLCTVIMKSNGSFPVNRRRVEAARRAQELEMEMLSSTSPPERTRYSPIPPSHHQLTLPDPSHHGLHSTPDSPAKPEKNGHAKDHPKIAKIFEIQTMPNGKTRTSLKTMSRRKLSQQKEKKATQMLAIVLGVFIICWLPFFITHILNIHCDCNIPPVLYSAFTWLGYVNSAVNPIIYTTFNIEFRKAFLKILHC
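Calcium-flux readout, 1 cycle/sec over 180 s following compound pin transfer, in inducible HEK293 Trex D2 cells (force-coupled); dopamine controls included. Positive calcium responses during this window marked compounds as potential agonists.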
D2 potentiator – HTS Assay for Positive Allosteric Modulators of the Human D2 Dopamine Receptor: Primary Screen for Potentiators | D(2) dopamine receptor (Homo sapiens), P14416 | HEK293 T-REx D2, calcium flux, EC20 dopamine potentiation | potentiation, % at 10 µM | 0.34% of 340,000 active | AID 485347, 2010;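 active = potentiation over 3 SD above the plate norm, cut at about 30% in these data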; note: 0% is about no effect
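Potentiation of an EC20 dopamine calcium response is measured in a force-coupled, tetracycline-inducible Hek293 Trex D2 line. Compound-only kinetic reads over 180 s flag agonists before dopamine addition.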
D2 antag – HTS Assay for Allosteric Antagonists of the Human D2 Dopamine Receptor: Primary Screen for Antagonists | HEK293 TREx D2 cells, calcium flux, dopamine EC80 | inhibition, % at 10 µM | 2% of 340,000 active; in the data active = inhibition above about 30%; note: 0% is about no effect
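Calcium mobilization kinetics were recorded at 1 s intervals in tetracycline-induced HEK293 T-REx D2 cells, first for 180 s after compound addition and then 180 s after EC80 dopamine.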
D1 antag – Antagonist of Human D 1 Dopamine Receptor: qHTS. D(1A) dopamine receptor (Homo sapiens), P21728. HEK293 TREx D1 cells, calcium flux, dopamine EC80; hits give low values. activity change, negative = inhibition, % at 10 µM. 3.2% of 360,000 active; in the data active = activity change below about -30%; note: % is set by controls: 0 for no effect and ±100 for the full control effect
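HEK293 T-REx cells expressing inducible, force-coupled D1 receptor; no-wash Ca dye, 30–90 min RT. Cmpd → 180 s read at 1 Hz → EC80 DA → 180 s read.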
D1 potentiator – Potentiators of Human D1 Dopamine Receptor: qHTS | D(1A) dopamine receptor (Homo sapiens), P21728 | HEK293 TREx D1 cells, calcium flux, dopamine EC20 potentiation | potentiation, % at 10 µM | 0.036% of 360,000 active; in the data active = potentiation above about 30%; note: 0% is about no effect
RXFP1 antagonist – qHTS Assay for Antagonists of the Relaxin Receptor RXFP1; AID 1259400, 2018; Relaxin receptor 1 (Homo sapiens), Q9HBX9; HEK293-RXFP1, relaxin-stimulated cAMP HTRF, 30 min; hits give low values; 0.59% of 350,000 active; activity change, negative = inhibition, % at 57.5 µM;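 active = activity change of -60% or lower, but not beyond a set lower limit; inconclusive = change between -60% and -40%, or beyond the set limit; inactive = change above -40%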; note: % is set by controls: 0 for no effect and ±100 for the full control effect
D1 ag – Allosteric Agonists of the Human D1 Dopamine Receptor: qHTS; HEK293 T-REx D1 cells, calcium flux, agonist mode; 1% of 360,000 active; AID 504660, 2011; D(1A) dopamine receptor (Homo sapiens), P21728; activation, % at 2 µM; in the data active = activation above about 30%; note: 0% is about no effect
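Tetracycline-induced HEK293 TREx D1 cells, force-coupled to calcium signalling, were dye-loaded with a no-wash calcium kit. Compound was pin-added after a 10 s baseline. Fluorescence was read kinetically at 1 cycle/s for 180 s, with calcium rises flagged as agonism.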
Numbers without * were called inactive; u = inconclusive; x = not tested or not shown.

SMILES	RXFP1 ag	TRHR PAM	D2 ag	D2 potentiator	D2 antag	D1 antag	D1 potentiator	RXFP1 antagonist	D1 ag
O=C(NCc1ccc2c(c1)OCO2)C1CCCN(S(=O)(=O)c2cccc3nonc23)C1 (stereo not drawn)	-0.2%	1	0.5	1	-2	-12	3	0	2
CC(C)Cn1c(-c2ccco2)csc1=Nc1cccnc1	-0.1%	-5	0.6	-6	-1	-6	0	-9	0
Nc1cccc(CCc2nc3ccccc3[nH]2)c1	0.7%	-2	-0.6	-7	9	-9	-6	6	2
CCC(C)(C)NC(=O)C(c1ccc(C)cc1)N(Cc1ccco1)C(=O)CCC(=O)Nc1nccs1 (stereo not drawn)	0.0%	-8	-1.5	-5	-10	3	-5	-9	0
Cc1[nH]c2c(C)cccc2c1CCNC(=O)C1CCCCC1C(=O)OCC(F)(F)F (stereo not drawn)	4.7%	0	-3.3	1	1	-9	-2	-7	1
CC(C)(C)OC(=O)N1CCC(c2c(C(=O)Nc3ccc4c(c3)OCCO4)cnn2-c2ccc(F)cc2)CC1	-3.1%	-5	0.1	1	x	5	-6	-27	1
COc1ccccc1NC(=O)CSc1nnc(C)o1	-0.6%	-3	0.6	4	-2	1	6	-5	3
Cc1ccc(C)c(NC(=O)CSc2c(C)n[nH]c2C)c1	-2.8%	1	1.8	1	1	-1	5	-5	0
Cn1c(SCC(=O)NC2CCCc3ccccc32)nnc1C1CC1 (stereo not drawn)	-0.4%	-3	-1.4	-7	-13	-4	-1	-4	0
Cc1ccc(S(=O)(=O)N2CCN(C(=O)CC(C)C)CC2)cc1	0.6%	18	x	x	x	-8	0	5	5
O=C(CCn1c(=O)sc2ccccc21)NCc1cccs1	1.1%	-2	-0.6	-6	32*	0	-2	3	-3
O=c1[nH]c2ccc(NS(=O)(=O)c3ccc([N+](=O)[O-])cc3)cc2[nH]1	-0.6%	-2	0.3	-9	2	3	-3	3	3
CC1(C)CC(=O)C2=C(C1)NC1=C(C(=O)c3ccccc31)C2c1cccnc1 (stereo not drawn)	0.0%	0	-0.4	-6	0	1	2	-3	-1
O=C(NCCc1ccccc1)c1nnc(CS(=O)(=O)c2ccccc2)o1	1.8%	22	1.0	5	-13	5	-2	2	7
CCNc1nc(OC)nc(Oc2ccc(C(=O)OC)cc2)n1	0.3%	-1	0.6	-10	-2	-4	-8	-7	5

Record cards, from the list above. Order of values: RXFP1 ag | TRHR PAM | D2 ag | D2 potentiator | D2 antag | D1 antag | D1 potentiator | RXFP1 antagonist | D1 ag
Listed for O=c1[nH]c2ccc(NS(=O)(=O)c3ccc([N+](=O)[O-])cc3)cc2[nH]1 → -0.6% | -2 | 0.3 | -9 | 2 | 3 | -3 | 3 | 3
Listed for O=C(CCn1c(=O)sc2ccccc21)NCc1cccs1 → 1.1% | -2 | -0.6 | -6 | 32* | 0 | -2 | 3 | -3
Listed for Cc1ccc(C)c(NC(=O)CSc2c(C)n[nH]c2C)c1 → -2.8% | 1 | 1.8 | 1 | 1 | -1 | 5 | -5 | 0
Listed for Cc1ccc(S(=O)(=O)N2CCN(C(=O)CC(C)C)CC2)cc1 → 0.6% | 18 | x | x | x | -8 | 0 | 5 | 5

New compounds follow:
SMILES	RXFP1 ag	TRHR PAM	D2 ag	D2 potentiator	D2 antag	D1 antag	D1 potentiator	RXFP1 antagonist	D1 ag
COc1ccc(S(=O)(=O)Nc2ccc(Cc3ccncc3)cc2)cc1C	-2.2%	-8	x	x	x	-26	-7	-1	9
CCc1ccc2c(c1)C(c1ccc([N+](=O)[O-])cc1)=NNC(c1ccc(C)cc1)=N2	4.2%	0	-1.4	4	-11	10	4	-2	0
CC(C)P(=O)(c1cccc(C(=O)O)c1)C(C)C	2.5%	-8	-1.1	-6	-5	-1	-3	x	5
Nc1c(C=C2C=CC(=O)C=C2)c(=O)nc2snc(SCc3ccccc3)n12	-0.5%	1	-0.3	1	1	-8	-1	-27	11
COc1ccc(C(Nc2ccccn2)c2c(NC(=O)c3ccco3)sc(C)c2C)cc1OC (stereo not drawn)	1.1%	12	-1.2	12	-11	3	-7	13	0
COc1ccccc1-c1noc(-c2ccc(N3CCOCC3)c([N+](=O)[O-])c2)n1	0.6%	-5	-1.5	3	x	-7	-1	x	3
OCc1cn(-c2ccccc2)nc1-c1ccc(-c2nn(-c3ccccc3)cc2CO)cc1	15%	-4	1.2	-6	-10	3	-8	-2	9
O=C(Cn1cncn1)NCCC(c1ccccc1)c1ccccc1	-1.9%	0	-1.1	-2	-8	2	7	9	0
Fc1ccc(CSc2nc3ncccc3[nH]2)cc1	-0.6%	-4	x	x	x	1	-2	-3	1
O=C(CCC1CCCCC1=O)c1ccccc1 (stereo not drawn)	-0.9%	-4	-1.4	3	-3	6	-8	-1	0
COc1ccc(CC(=O)NCC2CCCN(Cc3ccc(F)c(OC)c3)C2)cc1 (stereo not drawn)	0.7%	-3	0.9	3	-1	-15	-3	4	1
CCn1c(SCC(=O)Nc2ccc3c(c2)OCO3)nnc1-c1ccccc1O	-1.4%	2	0.1	-3	-10	2	-3	-18	7
COc1ccccc1NS(=O)(=O)c1cccc2nsnc12	-1.0%	2	-0.4	1	-1	-2	-1	1	1
CC1CC(C)CN(C(=O)c2ccc(N3CC4CC(C3)c3cccc(=O)n3C4)c([N+](=O)[O-])c2)C1 (stereo not drawn)	0.8%	-4	-0.7	-4	5	6	-2	1	2
COc1ccc(N2CC(NC(=O)Nc3ccccc3)CC2=O)cc1 (stereo not drawn)	-1.8%	5	0.2	-1	3	-4	-7	-19	-1
CCOc1ccccc1C(=O)NC1CC2CCCC(C1)N2Cc1nnnn1Cc1ccco1 (stereo not drawn)	1.4%	0	1.3	1	-2	3	-7	1	5
Cc1cccc(Nc2nc(N)nc(CN3CCN(c4ccc(F)cc4)CC3)n2)c1	2.9%	2	16	-16	-19	9	-6	-20	-1
O=C(O)c1ccc(CN2C(=O)c3ccccc3S2(=O)=O)cc1	-0.1%	1	-0.2	-5	-40	6	-5	7	0
CN(C)CCN(C(=O)CN1C(=O)c2ccccc2C1=O)c1nc2cc3c(cc2s1)OCCO3	-0.5%	4	-0.8	3	12	-8	-6	-16	1
COc1ccc(-c2cc(C#N)nc(Cl)n2)cc1	0.4%	-8	3.0	5	26	-12	1	-20	1
Cc1ccccc1C(=O)NNC(=O)C1CC(=O)N(c2ccc3c(c2)OCCO3)C1 (stereo not drawn)	-0.3%	-1	0.7	-4	-5	0	4	-1	3
O=C1C(=Cc2cccn2-c2ccc(O)cc2)C(=O)c2ccccc21	-1.1%	-4	4.1	-5	20	-5	-3	-4	27
CC(C)c1ccc(NC(=O)N2c3ccccc3Sc3ccccc32)cc1	11%	-2	1.2	0	x	-19	-3	-17	9
Cc1ccc(C)c(NCC(=O)NNC(=S)Nc2ccccc2)c1	0.6%	16	-0.6	3	-3	1	1	5	1
Cc1cc(N2C(=O)C(O)=C(C(=O)c3ccco3)C2c2cccc(Cl)c2)no1 (stereo not drawn)	u	3	0.3	-2	6	20	7	1	5
O=C(O)CSCc1cn2cc(Cl)ccc2n1	5.7%	2	0.3	4	11	6	4	-2	3
O=C(NCC(c1ccco1)N1CCCC1)c1cc2cc(Cl)ccc2o1 (stereo not drawn)	1.2%	-1	0.2	-19	13	7	-5	0	4
CC1=C(C(N)=O)C(c2cccc(C)c2)n2nc(-c3ccc(Cl)cc3)nc2N1 (stereo not drawn)	1.2%	-4	1.4	-10	x	-26	-2	-62*	3
Cc1ccc(C(=O)c2cn(CC(=O)Nc3ccc4c(c3)OCCO4)c3nc(C)ccc3c2=O)cc1	u	-5	-1.0	0	x	-5	0	-11	2
COc1ccc(CCNC(=O)c2cccc(S(=O)(=O)N3CCCCCC3)c2)cc1	-3.1%	0	1.0	17	-21	-12	1	2	6
Cc1ccc(C(=O)NC2CCC(C)CC2)o1 (stereo not drawn)	0.9%	4	0.0	-9	-8	21	3	25	2
O=C(C(=O)N1CCc2ccccc2C1)c1cn(CC(=O)N2CCOCC2)c2ccccc12	-0.1%	0	2.2	5	4	-2	-6	-4	2
COc1ccc(N2C(=O)c3ccccc3S2(=O)=O)cc1	-0.4%	2	-1.0	1	4	-17	-4	3	2
O=C(c1cc([N+](=O)[O-])cc([N+](=O)[O-])c1)N1CCN(Cc2ccc3c(c2)OCO3)CC1	0.0%	-2	-0.7	5	5	2	-2	-11	3
CC(C)c1cc(N2CCOCC2)n2ncc(-c3ccccc3)c2n1	0.6%	0	-0.4	20	-8	5	1	2	5
CC(C)NC(=O)NS(=O)(=O)c1cnccc1N1CCCCC1	-3.0%	5	0.2	4	-10	30	6	-9	2
COc1ccc(C(=O)Oc2ccc(C(c3c(C)[nH][nH]c3=O)c3c(C)[nH][nH]c3=O)cc2)cc1	4.1%	1	-0.8	-9	x	-17	5	-13	24
CCC1CCc2sc(C(=O)NNC(=S)NCC3CCCO3)cc2C1 (stereo not drawn)	2.6%	2	1.0	6	-13	-4	-7	4	0
Cc1cnc(NC(=O)CSc2nc3ccccc3c(=O)[nH]2)s1	-3.4%	0	-1.6	8	x	-5	-6	-5	0
CN1C2=NCCN2C(=O)c2cc(Cl)ccc21	19%	-1	1.6	0	7	-2	-1	-2	2
COc1ccc(C(=O)NC(=S)NCc2cccnc2)cc1Br	1.2%	15	-1.5	-8	11	x	-4	-5	1
COc1ccc([C@@H]2C[C@@H](c3ccccc3)Oc3cc(C)cc(C)c32)cc1	0.0%	3	0.5	8	-3	19	-2	x	5
CCOc1cccc(OCCCn2c(-c3ccc(Br)cc3)nc3ccccc3c2=O)c1	6.2%	-4	1.7	10	x	-1	0	-3	0
CCN(CC)S(=O)(=O)c1ccc(N2CCCC2)c(NC(=O)Cc2ccccc2)c1	0.0%	-7	-1.6	3	-24	-5	-7	-3	1
CC(Nc1cccc([N+](=O)[O-])c1)C(=O)Nc1ccc(S(=O)(=O)N2CCCC2)cc1 (stereo not drawn)	-0.2%	-1	x	-5	-7	-16	-2	-18	10

Only part of the results is shown; the hit share may differ from the screen's.
